Bioassay records from PubChem.
Pf apPOL block = Pf-apPOL DNA polymerase inhibition; Recombinant Pf-apPOL, molecular beacon fluorescence, 1.5 h; inhibition, % at 10 µM; hit rate 0.25% among 210,000; AID 1794808
mHTT-CaM PPI inh = disrupts binding of mutant huntingtin to calmodulin; AlphaScreen His-mHTT/GST-CaM binding, luminescence; hit rate 3.6% among 190,000; P42858; inhibition, % at 15 µM;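 note: 0% = both proteins with DMSO and 100% = one protein alone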
Starred values were filed as active, the others as inactive; i = inactive; · = not tested or not shown; & = joins results of further samples. Cut-off read from the data, not from the text of the source: active = inhibition above about 50%; inactive = the rest. Not all compounds are listed (hit frequency here may not be typical).

SMILES	Pf apPOL block	mHTT-CaM PPI inh
C(=NCc1ccco1)c1cn(-c2ccccc2)nc1-c1ccccc1	-4	·
Clc1ccc2c(c1)CN(Cc1ccc3c(c1)OCO3)CO2	·	21
COc1ccc(Cl)cc1S(=O)(=O)N1CCC(CN2CCCCCC2)CC1	-1	22
CC(C)C(=O)Nc1cc2c(cc1C(=O)c1ccccc1Br)OCCO2	-1	0
COc1c2c(cc3c1C(CC(=O)c1ccccc1)N(C)CC3)OCO2 (configuration not stated)	-16	-5
c1csc(-c2noc(C3CNC3)n2)c1	-5	-9
CC(C)(C)OC(=O)NCc1cc(F)ccc1/C=C/S(=O)(=O)NCc1ccccc1	18	-13
O=c1cc(CN2CCCCC2)c2cc3c(cc2o1)CCC3	7	-7
COc1ccc(C=C2Oc3c4c(cc(C)c3C2=O)OCN(C2CC2)C4)cc1OC	-18	1
Cc1nnc(NC(=O)CN2CCCCC2c2nc(C3CC3)no2)s1 (configuration not stated)	-1	1
Cn1nc(-c2nc(-c3ccccc3)no2)c2c1CCN(C(=O)Cc1cccc(F)c1)C2	-2	8
Cc1ccccc1C(=O)Nc1sc2c(c1C(=O)N1CCOCC1)CCCCC2	-2	-3

Next part; it opens with the three that closed the last part.
SMILES	Pf apPOL block	mHTT-CaM PPI inh
Cc1nnc(NC(=O)CN2CCCCC2c2nc(C3CC3)no2)s1 (configuration not stated)	-1	1
Cn1nc(-c2nc(-c3ccccc3)no2)c2c1CCN(C(=O)Cc1cccc(F)c1)C2	-2	8
Cc1ccccc1C(=O)Nc1sc2c(c1C(=O)N1CCOCC1)CCCCC2	-2	-3
N#Cc1cccc(C(=O)N2CCCC2c2nc(-c3cccc(C(F)(F)F)c3)no2)c1 (configuration not stated)	1	-5
CCc1cccc(NC(=O)C2CCCC2)c1	-3	-7
CCOc1cccc(CN2CCc3nc(Nc4ccc5c(c4)OCO5)ncc3C2)c1	0	30
CCOc1ccc(N2C(=O)/C(=C/c3ccccc3OC)N=C2c2ccc(OC)c(OC)c2)cc1	-2	-51
Cc1cccc(C2=N/C(=C\c3ccc(I)o3)C(=O)O2)c1	2	7
Cc1nc(-c2ccncc2)nc2c1CCC(=O)N2Cc1ccco1	-8	22
C[C@@H]1CCN(C(=O)C(CCCN=C(N)N)NS(=O)(=O)c2cccc3c2NC[C@H](C)C3)C(C(=O)O)C1 (some centres not stated)	-13	·
Cc1ccc(NC(=O)N2CCc3c(c(COCc4cccc(F)c4)nn3C)C2)cc1C	-4	26
Cc1ccc2c3c(ccc2n1)NC1=C(C(=O)CCC1)C3c1ccccc1C(F)(F)F (configuration not stated)	-1	-18
CCCCSc1nc(C)cc(=O)[nH]1	·	-4
CC(Oc1ccccc1)C(=O)Nc1c2c(nn1-c1ccc(F)cc1)CS(=O)(=O)C2 (configuration not stated)	16	7
CSc1cccc(NC(=O)C2CCCN(c3ncnc4c3nc3n4CCCCC3)C2)c1 (configuration not stated)	-3	12
O=C1[C@H]2[C@H](C=CC[C@H]2C(=O)N2CCOCC2)CCN1Cc1ccc(Cl)c(Cl)c1	-5	33
COc1ccc(-c2csnn2)cc1S(=O)(=O)Nc1ccccc1	2	·
COc1ccc(-c2nnc3n2CCN(Cc2cccc(C#N)c2)C3)cc1	2	7
Cc1ccc(C2N(c3cccc(Cl)c3)C(=O)C3CCCN32)o1 (configuration not stated)	-6	-2
COc1ccccc1CC(=O)Nc1cccc(I)c1	-6	-7
CN(C)CCCN1C(=O)C(O)=C(C(=O)c2ccco2)C1c1cccc(Br)c1 (configuration not stated)	-8	-2
COc1ccc(-c2c(C)c3ccc4c(c3oc2=O)CN(CC2CCCO2)CO4)cc1OC (configuration not stated)	-15	-3
CC1CCC(N(C)CCN(C)C)C1 (configuration not stated)	-4	-10
Cc1ccc(S(=O)(=O)N2CCN(c3nc(-c4ccccc4)ns3)CC2)cc1	-1&-6	·
O=C(c1ccccc1)N1CCN(C(=O)N(c2ccccc2)c2ccccc2)CC1	-2	-1
COc1ccc(Br)cc1/C=C1/C(=O)N(c2ccccc2)N=C1C	-1	7
O=C(CCc1ccccc1)N1CCCC1c1ccc(Cl)cc1 (configuration not stated)	-4	17
COCCn1cc2c3c(cccc31)CN(C(=O)Nc1ccccc1F)CC2	3	20
CC(C)C(=O)NCc1csc(C2CCCN(C(=O)CCc3ccccc3)C2)n1 (configuration not stated)	-2	7
C=CCSc1nnc2c(n1)OC(c1ccccc1)N(C(C)=O)c1ccccc1-2 (configuration not stated)	-6	11
O=C(CCc1csc(NC(=O)c2ccc(F)cc2)n1)NCCn1ncccc1=O	-1	-3
COc1ccc(-n2ncc(NC(=O)NCc3cccs3)c2C)cc1	-15	·
CC(C)Cn1c(C(=O)N2CCOCC2)cc2sccc21	-2	14
CCOCC(=O)N1CCCn2cc(-c3ccccc3F)nc21	-2	4
Cc1ccc(C)c(NC(=O)CCCc2ccccc2)c1	-9	-5
O=C(Cn1c(NCCO)nc2ccccc21)c1ccccc1	-5	3
N#Cc1c(N)nc(SCC(=O)c2ccccc2)c(C#N)c1-c1ccc(O)cc1	-2	62*
CC(NC(=O)CN(c1cc(C(F)(F)F)ccc1Cl)S(C)(=O)=O)c1ccccc1 (configuration not stated)	-6	-4
C=CCn1c(-c2nonc2NC(C)=O)nc2ccccc21	4	-4
O=S(=O)(NCC1CCN(S(=O)(=O)c2ccc(F)cc2)CC1)c1ccc(F)cc1	-1	0
CCOCC(=O)N1CCC(OCc2nc(-c3ccccc3)no2)CC1	-6	-4
CCc1ccccc1NC(=O)CN(C)S(=O)(=O)c1ccc(Br)cc1	-6	-2
CCCCCNc1nc(-c2ccco2)c2c(c1C#N)CCCC2	1	-24
Cc1cc(C)c(C)c(OCC(=O)O/N=C(\N)c2cccnc2)c1	4	i
c1cn(CCCNc2ncnc3nc[nH]c23)cn1	3	4
Cc1cc(NNC(=O)c2ccc([N+](=O)[O-])o2)c2ccccc2n1	-4	·
COc1ccccc1NC1=C(Cl)C(=O)c2ccccc2C1=O	11	·
CCn1cnnc1C1CCN(C(=O)c2ccnn2CC)CC1	-3	-5
COc1ccc(CC(=O)N2CCCC2c2ccc(F)cc2)cc1 (configuration not stated)	-4	-1
COc1ccc(CCNC(=O)COc2ccccc2Br)cc1OC	-3&-4	-8&2
COc1cc(/C=C2\C(C)=C(C#N)c3nc(N)c(C#N)c(C)c32)ccc1OCc1cccc(C(=O)O)c1	4	37
Cc1ccc(C(C)C)cc1OCCNCCN	-1	-2
Cn1nnnc1SCC(=O)NCCCC(=O)Nc1cccc2cccnc12	-5	-8
O=C(O)c1ccc(N=Cc2ccc(OCc3ccccc3)cc2)cc1	3	-22
CCOc1ccc2c(=O)c(-c3ccc(OC)c(OC)c3)c(C)oc2c1	-15	11
O=C(Cc1ccccc1)Nc1ccc2oc(-c3ccc(F)cc3)nc2c1	-7	-2
CCOc1ccc(C(=O)N2CCC3(C2)C(=O)N(C)c2ccccc23)cc1 (configuration not stated)	-1	10
CN(C)c1ccc(Br)c2ccccc12	·	-7
O=C(Nc1nnc(Sc2ccnc3cc(Cl)ccc23)s1)c1cccnc1Oc1ccccc1	-28	·
CN=C1S/C(=C\c2cccc(F)c2)C(=O)N1C	-5	3
COc1cccc(C2C(C(=O)Nc3ccc(C)cc3C)=C(C)Nc3ncnn32)c1OC (configuration not stated)	-5	3
NS(=O)(=O)c1ccc(CCNC(=O)c2nnn(-c3ccccc3)c2-c2ccccn2)cc1	-4	-9
CC1=Nc2c(ccc3ccccc23)C1(C)C	-18	12

Additional results follow:
SMILES	Pf apPOL block	mHTT-CaM PPI inh
CCN(CC)c1ncc2c(n1)CCC(C(=O)N1CCCCC1C)C2 (configuration not stated)	-2	4
O=C(NCC1COC2(CCCC2)O1)C1CCCC1 (configuration not stated)	5	-5
CN1CCN(S(=O)(=O)c2cccs2)CC1c1ccc(F)cc1 (configuration not stated)	-3	0
CCCn1ccnc(N)c1=O	-3	3
CCN(CC)c1ncc2c(n1)CCC(C(=O)NCCOC)C2 (configuration not stated)	-2	-2
COCC(=O)NCCSc1c(-c2ccc(Br)cc2)[nH]c2ccccc12	-7	20
COc1cc(/C=C2/N=C(c3ccc(I)cc3)OC2=O)cc(OC)c1OC	-5	3
O=C(Nc1ccc(F)c(Cl)c1)c1cc(S(=O)(=O)N2CCc3ccccc32)ccc1F	-5	-5
CCCN1N=C(C(=O)N2CCCCCC2)S(=O)(=O)c2ccccc21	-2	-6
CC(C)c1cc(NS(=O)(=O)c2ccccc2N)cc(C(C)C)c1O	-11	12
CC1C(=O)N(c2ccc(Oc3ccccc3)cc2)CCN1C(=O)c1cccs1 (configuration not stated)	-2	3
CCCN1C(=O)C(CC(=O)N2CCOCC2)Sc2ncccc21 (configuration not stated)	1	-4

20 structures already listed, ordered by molar mass, lowest first.
SMILES	Pf apPOL block	mHTT-CaM PPI inh
CCCn1ccnc(N)c1=O	-3	3
CC1=Nc2c(ccc3ccccc23)C1(C)C	-18	12
Cc1ccc(C(C)C)cc1OCCNCCN	-1	-2
CN(C)c1ccc(Br)c2ccccc12	·	-7
O=C(NCC1COC2(CCCC2)O1)C1CCCC1 (configuration not stated)	5	-5
CCN(CC)c1ncc2c(n1)CCC(C(=O)NCCOC)C2 (configuration not stated)	-2	-2
CCN(CC)c1ncc2c(n1)CCC(C(=O)N1CCCCC1C)C2 (configuration not stated)	-2	4
O=C(O)c1ccc(N=Cc2ccc(OCc3ccccc3)cc2)cc1	3	-22
CCCN1C(=O)C(CC(=O)N2CCOCC2)Sc2ncccc21 (configuration not stated)	1	-4
CCOc1ccc2c(=O)c(-c3ccc(OC)c(OC)c3)c(C)oc2c1	-15	11
O=C(Cc1ccccc1)Nc1ccc2oc(-c3ccc(F)cc3)nc2c1	-7	-2
CC(C)c1cc(NS(=O)(=O)c2ccccc2N)cc(C(C)C)c1O	-11	12
CCCN1N=C(C(=O)N2CCCCCC2)S(=O)(=O)c2ccccc21	-2	-6
CCOc1ccc(C(=O)N2CCC3(C2)C(=O)N(C)c2ccccc23)cc1 (configuration not stated)	-1	10
Cn1nnnc1SCC(=O)NCCCC(=O)Nc1cccc2cccnc12	-5	-8
CC1C(=O)N(c2ccc(Oc3ccccc3)cc2)CCN1C(=O)c1cccs1 (configuration not stated)	-2	3
COCC(=O)NCCSc1c(-c2ccc(Br)cc2)[nH]c2ccccc12	-7	20
O=C(Nc1ccc(F)c(Cl)c1)c1cc(S(=O)(=O)N2CCc3ccccc32)ccc1F	-5	-5
COc1cc(/C=C2/N=C(c3ccc(I)cc3)OC2=O)cc(OC)c1OC	-5	3
O=C(Nc1nnc(Sc2ccnc3cc(Cl)ccc23)s1)c1cccnc1Oc1ccccc1	-28	·

Remaining list, next part:
SMILES	Pf apPOL block	mHTT-CaM PPI inh
O=C(Nc1ccccc1-c1ccccc1)c1ccc(Br)o1	-2	-11
CCN(CC)S(=O)(=O)c1ccc2[nH]cc(C(=O)NCCCN3CCCC3=O)c(=O)c2c1	-24	51*
CC1CCN(C(=O)c2ccc(S(=O)(=O)Cc3cc(F)ccc3F)c([N+](=O)[O-])c2)CC1	-18	6
NC(=S)Nc1ccc(C2CCCCC2)cc1	-24	·
COc1ccc(C2C(Oc3ccccc3C)C(=O)N2c2ccc(F)cc2)cc1OC (configuration not stated)	4	-11
CCOc1ccccc1N1CCN(Cc2cccs2)CC1	0	-4
CC(=O)C1=C(O)C(=O)N(C)C1c1ccc([N+](=O)[O-])cc1 (configuration not stated)	1	0
CNC(=O)c1cc2c(=O)n3ccccc3nc2n(C(C)C)c1=N	-3	-2
FC(F)(F)c1ccc(NCc2ccccc2)nc1	1	-9
Cc1ccc(NS(=O)(=O)c2ccc3[nH]c(=O)c(=O)[nH]c3c2)c(Cl)c1	-11	1
CC(=O)Nc1ccc(NC(=O)C2(S(=O)(=O)c3ccc(Cl)cc3)CC2)cc1	-4	3
O=C(NCC1CC1)C1c2ccccc2CC(=O)N1Cc1ccccc1 (configuration not stated)	-3	-6
O=C(c1cccc(Cl)c1)N1CCOC(c2ccc(C(F)(F)F)cc2)C1 (configuration not stated)	-5	-14
Cn1c2c(c(=O)[nH]c1=O)C(c1ccc(Br)cc1)C1=C(N2)c2ccccc2C1=O (configuration not stated)	-5	5
O=C(CN1C(=O)/C(=C/c2ccccc2)Sc2ccccc21)NCc1ccccn1	-8	72*
O=C(NC1CCCCC1)C1CCCN(c2cnn(Cc3ccccc3)c(=O)c2)C1 (configuration not stated)	-9	9
CSc1ccc(N2CC(c3nnc(NC(=O)c4ccc(C)cc4)o3)CC2=O)cc1 (configuration not stated)	-1	11
O=C(Nc1ccccc1)c1ccccc1NC(=O)C(F)(F)F	-5	-12
CC1CN(C(=O)c2ccco2)CC1c1nc(-c2ccccc2)no1 (configuration not stated)	-4	12
CCCCNS(=O)(=O)c1cc(S(=O)(=O)NCCCC)c2cccc3c2c1NC3=O	-2	42
CC1CCN(CC(O)COCC23CC4CC(CC(C4)C2)C3)CC1 (configuration not stated)	-2	3
Cc1cc(N2C(=O)CSC2c2cccnc2)ccc1Br (configuration not stated)	4	-3
COCC(O)CN1CCN(c2ccc(Cl)cc2[N+](=O)[O-])CC1 (configuration not stated)	-6	-8
CC[C@H]1c2[nH]c3ccc(C(C)C)cc3c2[C@@H]2CCN3C(=O)CCC[C@H]1[C@H]23	-9	71*
Cc1ccc(/C=N/NC(=O)c2ccoc2C)o1	·	i
Nc1nncn1C(=O)c1ccc(Br)o1	4	-2
CCOc1cc(C=C2C(=O)OC(C)(C(C)(C)C)OC2=O)ccc1O (configuration not stated)	2	7
O=C1OC(C(F)(F)F)N=C1c1ccccc1 (configuration not stated)	4	·
